Screening results deposited in PubChem BioAssay by National Center for Advancing Translational Sciences (NCATS).
PNC assembly inh – perinucleolar compartment assembly inhibition; PC3M PTB-GFP, PNC prevalence imaging, 16 h; stronger effect = lower value; activity change (PNC), negative = inhibition, % at 10 µM; 140,000 tested, 3.1% active;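 active = readout at or below -70, meaning at least 70% loss of cells showing the perinucleolar compartment, a nuclear body marking cancer cells; inconclusive = readout between -30 and a set limit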;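 also: plate controls were DMSO wells for no effect and camptothecin positive control wells for full effect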
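PC3M cells stably expressing PTB-GFP, 750–1000 cells/well, treated 16 h at 37 °C with compound (23 nl of library stock), in duplicate. After paraformaldehyde fixation and Hoechst stain, imaged at 20x; PNC prevalence scored by image analysis.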
IMPase cell inh – cell-permeable inhibitors of inositol monophosphatase (IMPase) | P97697 | inhibition (IP1 accumulation), % at 46.1 µM | CHO-M1 cells, IP1 accumulation, HTRF TR-FRET ratio | 120,000 tested, under 10 active; active = well fitted curve in the direction sought with a large enough effect in the signal ratio, not every such curve was filed as active; inconclusive = small, poorly fitted or top-dose-only effect, or a change in a side signal; inactive = no such curve, though single readings can be large or run the other way; the % refers to the signal ratio;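 also: cells stimulated with carbachol in lithium chloride buffer; plate controls were DMSO basal wells for no effect and reference inhibitor wells for full effect; higher means more IMPase inhibition seen as more IP1 and lower FRET ratio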
Target sequence (P97697 whole entry, looked up): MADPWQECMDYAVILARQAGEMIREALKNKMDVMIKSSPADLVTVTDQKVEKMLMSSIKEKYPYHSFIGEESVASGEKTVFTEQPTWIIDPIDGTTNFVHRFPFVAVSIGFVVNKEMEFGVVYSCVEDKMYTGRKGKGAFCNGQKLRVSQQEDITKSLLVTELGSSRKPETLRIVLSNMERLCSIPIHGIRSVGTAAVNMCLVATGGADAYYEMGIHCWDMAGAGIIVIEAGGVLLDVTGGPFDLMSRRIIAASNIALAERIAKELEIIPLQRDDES
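Cellular IMPase inhibition is scored as a rise in cytosolic IP1, detected by competitive TR-FRET between d2-labelled IP1 and a europium anti-IP1 antibody. M1-expressing CHO cells were stimulated with carbachol for 30 min at 37C, with lithium (50 mM LiCl) present in the buffer.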
ALOX12 inhib – 12-hLO (ALOX12) enzyme inhibition. purified 12-hLO, xylenol orange hydroperoxide absorbance. AID 1452. 150,000 tested, 0.12% active. Potency, µM (titrated, usually from 57.1 µM), for inactives: at the highest dose activity change, negative = inhibition, usual class: inhibitors; also: potency is read from the fitted curve at half-maximal effect; nearly all actives have a fitted effect of over 55% in size; many of its hits are not listed in these tables
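Purified human 12hLO (150 nM final) was preincubated with compounds for 15 min at room temperature in 25 mM Hepes pH 7.0, 0.01% Triton X-100, then reacted with 40 uM arachidonic acid for 30 min. Hydroperoxide was detected with ferrous iron/xylenol orange.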
ALOX15B inhib – blocks human 15-lipoxygenase 2 activity; O15296; purified 15hLO-2, xylenol orange hydroperoxide absorbance; Potency, µM (doses to about 57.1 µM), for the others: top-dose activity change, negative = inhibition, hits mostly inhibitors; 110,000 tested, 0.56% active; also: potency is read from the fitted curve at half-maximal effect; nearly all actives have a fitted effect of over 60% in size; many of its hits are not listed in these tables
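Purified human 15hLO-2 (50 nM final) preincubated with compounds 15 min at room temperature in 25 mM Hepes pH 7.5, 0.01% Triton X-100, then 45 uM arachidonic acid added for 90 min; hydroperoxide detected via ferrous/xylenol orange, 573/405 nm absorbance ratio.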
Numbers without * were called inactive; u = inconclusive; x = not tested or not shown; [ ] = another dose, or the depositor's remark. Unless noted, calls follow the shape of the dose curve; as a rule, active = well fitted curve in the direction sought with a large enough effect; inconclusive = small, poorly fitted or top-dose-only effect, or another doubt; inactive = no such curve, though single readings can be large; an effect the other way counts as inactive or inconclusive. Unless noted, % is scaled to controls: 0 for no effect and ±100 for the full control effect. An excerpt (hit frequency here may not be typical).

# | PNC assembly inh | IMPase cell inh | ALOX12 inhib | ALOX15B inhib | Compound
1 | -19.3 | -9.8 | -2.6% | 6.2% | COc1ccc(NC(=O)c2ccc(CN3CCN(c4ccccc4)CC3)cc2)cc1
2 | 19.7 | 7.8 | 1.4% | 16.4% | CC(C)(C)N1CC(c2nc3ccccc3n2CCOc2ccccc2)CC1=O (stereo unspecified)
3 | u | x | 1.9% | x | CCOc1ccc(-c2cc(C(=O)NN)[nH]n2)cc1
4 | 53.2 | 8.4 | -22.2% | 8.4% | Oc1ccc(/C=N/Nc2nccnc2Cl)c(O)c1
5 | u | 0.7 | -3.9% | -26.8% | O=C(COC(=O)c1ccc(Cl)s1)c1cc2ccccc2o1
6 | -4.5 | 12.4 | -12.2% | -2.9% | O=C(CCc1ccc(S(=O)(=O)N2CCOCC2)cc1)OCc1nc2ccccc2s1
7 | -25.7 | 6.8 | -2.7% | -0.5% | CCCn1nnc(NC(=O)c2ccc(Cl)cc2Cl)n1
8 | 69.2 | -0.1 | -26.5% | -10.2% | CCOC(=O)CSc1nc2ccc(N3CCOCC3)cc2c(=O)n1Cc1ccc2c(c1)OCO2
9 | -1.7 | -6.6 | -4.0% | 13.2% | Cc1cc(=O)[nH]c2cc(Cl)ccc12
10 | 32.5 | x | -0.5% | x | COC(=O)C1C(=O)C=C(Nc2ccc(F)cc2)CC1c1ccc(OC)cc1 (stereo unspecified)
11 | u | 3.3 | -2.1% | -7.9% | Cc1occc1C(=O)NCCCCc1ccccc1
12 | -23.8 | -12.9 | -6.4% | -2.3% | COc1ccc(CCC(=O)N2CCN(S(=O)(=O)c3ccc4ccccc4c3)CC2)cc1
13 | x | x | -4.6% | 28.2% | CN(Cc1cc(Br)cc(Br)c1N)C1CCCCC1
14 | -8.6 | -0.5 | -0.9% | -9.5% | CCCc1c(O)nc(SC2CC(=O)N(c3cc(OC)ccc3OC)C2=O)[nH]c1=O (stereo unspecified)
15 | -16.2 | 13.3 | 4.6% | 4.1% | CCOC(=O)C1CCCN(CCC(=O)Nc2ccc(F)c(F)c2)C1 (stereo unspecified)
16 | -1.9 | 10.7 | -8.2% | -26.2% | Cc1ccc(CN(Cc2cccnc2)C(=O)CN2C(=O)COc3ccccc32)o1
17 | u | 11.1 | -14.5% | x | COc1ccc(C(c2c(C)[nH]n(-c3ccccc3)c2=O)c2c(C)[nH]n(-c3ccccc3)c2=O)cc1OC
18 | x | 1.6 | -3.6% | 19.6% | C[C@H](N=C(NC#N)Nc1ccncc1)C(C)(C)C
19 | x | x | -0.7%[0.00818 µM] | -10.6%[0.0915 µM] | Cc1cccc(C2=NN(c3ccc(Br)cc3)[C@@H](C(=O)N3CCOC3=O)[C@@H]2c2ccc([N+](=O)[O-])cc2)c1
20 | -24.4 | x | -2.4% | x | O=C(Nc1ccc2cn[nH]c2c1)c1ccc(Cl)c(S(=O)(=O)N2CCOCC2)c1
21 | -14.1 | -3.2 | -6.0% | -4.2% | CCCn1nc(C(=O)N2CC(=O)Nc3ccccc32)c2ccccc2c1=O
22 | -5.9 | -1.6 | 0.4% | 26.3% | Cc1cccc(C2CC(c3ccc(Br)cc3)Nc3nc(N)nn32)c1 (stereo unspecified)
23 | -8.6 | u | -3.7% | -5.6% | COc1ccccc1NC(=O)CSc1ncn[nH]1
24 | 30.3 | 2.5 | -6.1% | -3.7% | C#CCOc1ccc(Br)cc1/C=N/O

Part of the list above, field by field.
20	O=C(Nc1ccc2cn[nH]c2c1)c1ccc(Cl)c(S(=O)(=O)N2CCOCC2)c1
  PNC assembly inh: -24.4; IMPase cell inh: x; ALOX12 inhib: -2.4%; ALOX15B inhib: x
16	Cc1ccc(CN(Cc2cccnc2)C(=O)CN2C(=O)COc3ccccc32)o1
  PNC assembly inh: -1.9; IMPase cell inh: 10.7; ALOX12 inhib: -8.2%; ALOX15B inhib: -26.2%
13	CN(Cc1cc(Br)cc(Br)c1N)C1CCCCC1
  PNC assembly inh: x; IMPase cell inh: x; ALOX12 inhib: -4.6%; ALOX15B inhib: 28.2%

(continued)
# | PNC assembly inh | IMPase cell inh | ALOX12 inhib | ALOX15B inhib | Compound
25 | -15.3 | -12.8 | -5.5% | -10.0% | Cc1ccc(S(=O)(=O)N2CCC[C@H]2C(=O)OC(C)C(=O)Nc2ncc(Cl)cc2Cl)cc1 (stereo partly specified)
26 | u | 5.6 | -9.3% | -5.8% | CCOC(=O)[C@@H]1CCNC[C@@H]1c1ccccc1
27 | u | -16.1 | -1.3% | u | COc1ccc(C(=O)n2nc(-c3ccc(Cl)cc3)nc2N)cc1OC
28 | -16.0 | x | -2.5% | x | Cc1ccc(-c2ccc(/C=C3/NC(=O)NC3=O)o2)cc1[N+](=O)[O-]
29 | x | x | 1.2%[11.4 µM] | -5.7%[11.4 µM] | NC(=O)Nc1n[nH]c(-c2ccccc2)n1
30 | 5.8 | x | 1.1% | x | COc1ccc(CCNC(=O)c2ccc(CN3CCC(Cc4ccccc4)CC3)cc2)cc1OC
31 | 4.3 | x | 0.2% | x | CC(C)NS(=O)(=O)c1ccc(NC(=O)Cc2cccs2)cc1
32 | -0.9 | -0.6 | -5.2% | -3.6% | CC(C)C(NS(=O)(=O)c1ccc2c(c1)oc(=O)n2C)C(=O)N1CCN(Cc2ccccc2)CC1 (stereo unspecified)
33 | 4.0 | 3.4 | 6.6% | x | c1ccc2c(-c3nnc4n3CCCCC4)cc(-c3ccncc3)nc2c1
34 | -13.7 | -7.0 | -1.3% | -7.1% | CCCC(=O)c1c(C)c2ccccc2n1C
35 | 21.4 | -5.8 | -2.7% | -2.0% | COC(=O)CSc1nc2cc(C)cc(C)c2cc1C#N
36 | 29.2 | 12.4 | 2.3% | -0.2% | CN1CCN(C(=O)c2cc(-c3ccccc3)on2)CC1

Exported in transposed form: part of the list above
31	CC(C)NS(=O)(=O)c1ccc(NC(=O)Cc2cccs2)cc1
32	CC(C)C(NS(=O)(=O)c1ccc2c(c1)oc(=O)n2C)C(=O)N1CCN(Cc2ccccc2)CC1 (stereo unspecified)
33	c1ccc2c(-c3nnc4n3CCCCC4)cc(-c3ccncc3)nc2c1
34	CCCC(=O)c1c(C)c2ccccc2n1C
entry no. | 31 | 32 | 33 | 34
PNC assembly inh | 4.3 | -0.9 | 4.0 | -13.7
IMPase cell inh | x | -0.6 | 3.4 | -7.0
ALOX12 inhib | 0.2% | -5.2% | 6.6% | -1.3%
ALOX15B inhib | x | -3.6% | x | -7.1%

Later entries
# | PNC assembly inh | IMPase cell inh | ALOX12 inhib | ALOX15B inhib | Compound
37 | -1.6 | x | 0.8% | x | Cc1cc(C)c(C#N)c(Sc2ccc(N)cc2)n1
38 | u | x | -0.4% | x | O=C(c1ccc(S(=O)(=O)c2ccccc2Cl)c([N+](=O)[O-])c1)N1CCN(Cc2ccccc2)CC1
39 | -3.8 | 1.7 | -5.2% | -6.7% | COc1ccc(S(=O)(=O)Nc2nc(C(F)(F)F)cs2)cc1
40 | u | -2.0 | 1.5% | -2.1% | Cc1ccc(Nc2c3c(nc4ncnn24)CCC3)cc1
41 | 55.8 | 4.6 | -6.5% | -6.0% | COc1n[nH]c2nncnc12
42 | 4.4 | 2.6 | -3.6% | 5.1% | Oc1ccc(-c2n[nH]c(=S)n2Cc2ccccc2)cc1
43 | u | -1.1 | -1.9% | x | COc1cccc(C(=O)NCCn2ccc3ccccc32)c1
44 | -19.9 | -0.4 | 5.8% | 3.0%[2.29 µM] | Clc1ccc(SCCCCn2ccnc2)cc1
45 | x | x | -3.5%[0.00818 µM] | 17.7%[0.0915 µM] | CO/N=C(\C(=O)N[C@@H]1C(=O)N2C(C(=O)O)=C(COC(C)=O)CS[C@H]12)c1csc(N)n1
46 | 37.4 | 1.4 | 7.3% | -2.2% | O=C(Nc1cccc(F)c1)/C(=C\c1cccnc1)NC(=O)c1cccs1
47 | 18.8 | 0.2 | -3.4% | u | O=C(CSc1oc(-c2cccs2)nc1S(=O)(=O)c1ccccc1)NC1CCCCC1
48 | 8.4 | 9.1 | 8.8% | 41.7%[activator] | COC(=O)c1[nH]c2ccc(Br)cc2c1NC(=O)CN1CCN(C2CCCCC2)CC1
49 | -23.3 | 17.1 | 5.5% | -1.4% | O/N=C1\CC2(Cc3nonc31)OCCO2
50 | u | 5.7 | -3.7% | x | CCN(CC)C(=O)CC(c1ccc(F)cc1)c1ccc(OC(C)C)cc1 (stereo unspecified)
51 | x | 9.6 | -5.6% | 14.0% | CC(C)[C@@H]1NC(=O)[C@H](CCCCN)NC(=O)[C@H](Cc2c[nH]c3ccccc23)NC(=O)[C@H](Cc2ccc(O)cc2)NC(=O)[C@H](C)N(C)C(=O)[C@H](Cc2ccccc2)NC1=O
52 | -20.8 | 0.1 | -0.1% | -8.3% | COc1cc(C2C(C#N)=C(N)N(c3sc4c(c3C#N)CCCC4)C3=C2C(=O)CC(C)(C)C3)cc(OC)c1OC (stereo unspecified)
